Assay outcomes as filed in PubChem BioAssay.
SR-BI HDL uptake – blocks mouse SR-BI lipid uptake from DiI-HDL. AID 488896. inhibition, % at 12.5 µM. 320,000 compounds, 0.96% hits. ldlA[mSR-BI] CHO cells, DiI-HDL uptake fluorescence, 3 h. Q61009;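 active = mean replicate inhibition of at least 70% and a set share of replicates each scoring 70 or more; inconclusive = meets just one of the two criteria; inactive = fails both criteria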;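 also: 0% = median of neutral control wells and 100% = median of positive control wells; values of inactives mirror those of a sister screen read the other way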
CDK5 p35 inh – CDK5/p35 (human) kinase inhibition | Recombinant CDK5/p35, ADP-Glo luminescence, 60 min | inhibition, % at 10 µM | 330,000 compounds, 0.01% hits | Q00535+Q15078;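 active = highest replicate inhibition of at least 50% and at least 75% of replicates reaching 50%; inconclusive = only one of the two criteria met; inactive = both criteria failed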;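 also: plate controls were DMSO neutral control for no effect and GW8510 at 10 µM for full effect; many of its hits are not listed in these tables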
Rtt109 Vps75 – C. albicans Rtt109 histone acetyltransferase inhibition. Q5AAJ8. purified Rtt109/Vps75, ThioGlo CoA-SH fluorescence, 4 h. inhibition, % at 34.9 µM. 330,000 compounds, 0.16% hits;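 active = inhibition of at least 50% in every replicate; inconclusive = best replicate reaches 50% inhibition but some replicates fall short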
Target sequence (Q5AAJ8 whole entry, looked up): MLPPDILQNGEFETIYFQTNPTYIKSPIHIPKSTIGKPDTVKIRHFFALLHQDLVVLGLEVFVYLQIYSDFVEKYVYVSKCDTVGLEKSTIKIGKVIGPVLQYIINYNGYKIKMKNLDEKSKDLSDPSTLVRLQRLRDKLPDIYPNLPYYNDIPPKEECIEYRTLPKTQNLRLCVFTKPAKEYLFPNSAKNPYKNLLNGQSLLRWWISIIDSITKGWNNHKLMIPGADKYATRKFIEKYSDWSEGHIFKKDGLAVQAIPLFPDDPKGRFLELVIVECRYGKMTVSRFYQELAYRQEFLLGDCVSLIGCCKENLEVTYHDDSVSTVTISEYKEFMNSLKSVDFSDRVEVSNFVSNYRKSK
cardiac RTF act – increases calcium sensitivity of human cardiac regulated thin filaments. activation, % at 7.2 µM. 340,000 compounds, 0.24% hits. P19429+P45379. IANBD-labeled TnC RTF fluorescence at EC20 calcium; 0% EC20 calcium, 100% full calcium. AID 493008;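 active = activation above the mean over all tested compounds plus 3 SD, cut at about 30% in these data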;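 also: rise in fluorescence read as greater calcium sensitivity of cardiac thin filaments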
dFosB act – enhances mouse delta FosB homodimer DNA binding; 340,000 compounds, 0.99% hits; AID 493131; purified delta FosB, TAMRA-CDK5 oligo fluorescence polarization; percent of positive-control signal above neutral wells; activation, % at 25 µM;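 active = mean activation above about 17%, with every replicate also reaching it, limit read from the data, passing the limit was not always enough; inconclusive = only one of the two conditions met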;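 also: fluorescence polarization rise as delta FosB binds a TAMRA Cdk5 AP-1 oligo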
Target sequence (P13346 whole entry, looked up): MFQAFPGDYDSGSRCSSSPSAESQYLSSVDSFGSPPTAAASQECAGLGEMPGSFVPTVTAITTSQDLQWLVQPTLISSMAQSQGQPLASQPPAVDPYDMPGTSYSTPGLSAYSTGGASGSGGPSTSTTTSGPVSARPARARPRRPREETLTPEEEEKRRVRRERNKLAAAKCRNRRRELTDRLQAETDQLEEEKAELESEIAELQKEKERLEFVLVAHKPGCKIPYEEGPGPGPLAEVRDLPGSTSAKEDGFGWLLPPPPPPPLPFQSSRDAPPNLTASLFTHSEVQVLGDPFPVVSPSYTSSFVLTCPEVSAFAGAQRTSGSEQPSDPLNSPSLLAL
MITF act – activators of MITF-driven TRPM1 promoter activity in SK-MEL-5 cells. SK-MEL-5 TRPM1-promoter luciferase, 24 h; % of positive control, neutral wells = 0. activation, % at 12.5 µM. 300,000 compounds, 0.75% hits. AID 588334;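 active = mean activation of at least 80% with every replicate also reaching 80%; inconclusive = mean reaches 80% but some replicate falls short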;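 also: 0% = neutral control wells and 100% = parthenolide positive control wells; values of inactives mirror those of a sister screen read the other way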
SR-BI uptake up – SR-BI HDL lipid transfer activation. CHO ldlA[mSR-BI] cells, DiI-HDL uptake fluorescence, 3 h; 100 = double the neutral-control signal. activation, % at 12.5 µM. 320,000 compounds, 0.096% hits;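 active = mean replicate activation of at least 60% and every replicate at or above 60%; inconclusive = mean or all-replicate condition met, but not both; inactive = mean below 60% and not all replicates reaching 60%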;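 also: 0% = median plate neutral-control signal and 100% = twice that signal; values of inactives mirror those of a sister screen read the other way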
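Material: SR-BI-overexpressing, LDLR-lacking CHO cells | Dosing: Single compound concentration, delivered by pin transfer | Probe or stimulus: Labelled HDL, 10 µg/mL | Signal: Bottom-read cell fluorescence after medium removal, ex 550/em 595 nm | Schedule: 3 h, 37 °C | Evaluation: HDL uptake via cellular fluorescence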
PvdQ acylase – P. aeruginosa PvdQ acylase inhibition; purified PvdQ acylase, fluorescence plate reader; inhibition, % at 10 µM; 340,000 compounds, 0.063% hits; in the data active = inhibition above about 30%, passing the limit was not always enough; inconclusive = no clear call, values can overlap the other calls;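 also: 0% = vehicle neutral wells and 100% = reference inhibitor wells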
HTR5A ag – activates human HTR5A in OPRM1-OPRD1 agonist counter-screen; P47898; HTR5A agonist assay, luminescence, cell-based; activation, % at 9.3 µM; 340,000 compounds, 0.61% hits; in the data active = activation mostly above about 9.5%, no sharp cut-off; inactive = mostly below about 7.6%;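 also: 0% = cells with vehicle only and 100% = reference agonist; strong numbers were not always called active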
Wnt bcat act – Wnt/beta-catenin pathway activation; Wnt/beta-catenin reporter cell assay, activator, plate reader; activation, % at 9.35 µM; 300,000 compounds, 1.2% hits; in the data active = activation above about 30%, passing the limit was not always enough; inconclusive = no clear call, values can overlap the other calls;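 also: 0% = neutral control wells and 100% = positive control wells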
* hit, by the source's call; ? = inconclusive; nt = not tested or not shown. Compounds were not picked by outcome (roughly 4.4% active in at least one column).

SMILES	SR-BI HDL uptake	CDK5 p35 inh	Rtt109 Vps75	cardiac RTF act	dFosB act	MITF act	SR-BI uptake up	PvdQ acylase	HTR5A ag	Wnt bcat act
Cc1ccccc1N(CC(=O)N/N=C/c1ccc(F)cc1)C(=O)c1ccccc1	7	0.0	-3	-1	-3	-6	-7	-12	8	0
COc1ccccc1NS(=O)(=O)c1ccc2c(c1)OCCO2	-7	-1.8	8	9	0	0	7	-20	-8	-3
COc1c(C)cc(Br)cc1C(=O)Nc1ccc(Cc2ccncc2)cc1	18	0.4	3	-2	-9	-5	-18	-11	3	2
CC(C)n1c(Nc2ccccc2)nc2ccccc21	9	0.2	-3	-4	-3	1	-9	-7	-5	nt
Cc1nc2[nH]c(=O)n(O)c(=O)c2s1	-10	-0.1	-2	-6	-5	4	10	-7	5	-3
COc1cccc(CN(CC(=O)NCc2ccco2)C(=O)CNS(=O)(=O)c2ccccc2)c1	-7	0.2	8	-2	-11	0	7	-8	-1	1
CC12CCC(C(=O)NCc3ccc(F)cc3)(OC1=O)C2(C)C (stereo not drawn)	-20	-2.6	0	-3	-2	5	20	-12	4	-3
O=C1CC(/C=C/c2ccco2)=Nc2ccccc2N1	-36	-2.0	15	24	-8	nt	36	-15	1	nt
CCNc1ncnc2c1cnn2C	3	-0.2	1	-1	-6	19	-3	-9	-1	-1
CCOc1cccc2sc(N(CCN(C)C)C(=O)c3ccc4ccccc4c3)nc12	44	0.3	?	2	15	2	-44	-18	1	nt
O=C(NCc1ccco1)c1cc(S(=O)(=O)N2CCCC2)ccc1Cl	1	-1.1	0	0	-10	6	-1	-1	0	-1
COc1cc(NC(=O)C[n+]2ccc(C(=O)c3ccccc3)cc2)cc(OC)c1	-24	-0.1	-24	3	-10	-20	24	-11	3	0
Cc1ccc(S(=O)(=O)N2CCOCC2)cc1NC(=O)CSc1nccn1C	-5	-4.8	0	18	6	-9	5	-11	0	-3
CCCCCCCCCCCCCCCC(=O)OC(CC(=O)O)C[N+](C)(C)C (stereo not drawn)	-12	-1.9	?	5	11	-3	12	1	5	2
O=C(O)CNS(=O)(=O)/C=C/c1ccccc1	-17	-0.2	-4	-2	1	10	17	-1	-1	-4
C[C@@H](C(=O)CC(=O)OC(C)(C)C)[C@@H](O)c1ccccc1	-30	-0.9	-2	9	10	1	30	1	-3	-1
CCc1ccc(OCC(=O)NNCC(=O)Nc2ccc(OC)cc2)cc1	3	1.4	7	-3	-10	11	-3	4	2	-1
Cc1c(C#N)c(O)n(CCO)c(=O)c1N=Nc1ccc2c(c1)COC2=O	-18	1.7	1	0	1	-61	18	-4	10	3
O=C(C=Cc1cccc(Cl)c1)c1ccccc1	-2	1.4	1	10	-1	21	2	1	0	14
O=[N+]([O-])c1ccc(Cl)c(S(=O)(=O)/N=C(/c2ccccc2)N2CCOCC2)c1	-2	1.1	2	-5	0	-5	2	-5	2	0
NC(=O)NNc1cccc(Cl)n1	3	-0.9	-3	4	-1	-1	-3	-8	7	-2
Cc1cccc(C(=O)Nc2ccccc2NC(=O)c2cccc(C)c2)c1	16	0.4	1	-5	-4	4	-16	0	0	-3
O=C(NN1C(=O)c2ccccc2NC12CCCCC2)c1ccccc1	-6	-0.7	-8	-3	-1	11	6	-4	-4	-2
Cc1oc(-c2ccccc2F)nc1CS(=O)(=O)CC(=O)N1CCCCCC1	13	-0.2	-6	3	-1	-16	-13	-1	0	0
COCCCNCC(=O)c1c(N)n(Cc2ccccc2)c(=O)n(C)c1=O	-22	0.2	1	2	5	-2	22	0	-1	-3

A few values from the list.
Reading of COCCCNCC(=O)c1c(N)n(Cc2ccccc2)c(=O)n(C)c1=O under Rtt109 Vps75: 1
Reading of NC(=O)NNc1cccc(Cl)n1 under Rtt109 Vps75: -3

Sorted by formula weight (lowest first): some entries from above
SMILES	SR-BI HDL uptake	CDK5 p35 inh	Rtt109 Vps75	cardiac RTF act	dFosB act	MITF act	SR-BI uptake up	PvdQ acylase	HTR5A ag	Wnt bcat act
CC(C)n1c(Nc2ccccc2)nc2ccccc21	9	0.2	-3	-4	-3	1	-9	-7	-5	nt
C[C@@H](C(=O)CC(=O)OC(C)(C)C)[C@@H](O)c1ccccc1	-30	-0.9	-2	9	10	1	30	1	-3	-1
COCCCNCC(=O)c1c(N)n(Cc2ccccc2)c(=O)n(C)c1=O	-22	0.2	1	2	5	-2	22	0	-1	-3

More results.
SMILES	SR-BI HDL uptake	CDK5 p35 inh	Rtt109 Vps75	cardiac RTF act	dFosB act	MITF act	SR-BI uptake up	PvdQ acylase	HTR5A ag	Wnt bcat act
COc1ccc2cc(C)c3nnc(SCc4cccnc4)n3c2c1	10	-0.9	0	-2	6	11	-10	4	5	1
C#CCNC(=O)C1=C[C@H](c2ccc(C(F)(F)F)cc2)C[C@H](OCCCCO)O1	12	0.8	-5	-5	-9	2	-12	-1	2	0
O=C(COC(=O)c1cc(S(=O)(=O)N2CCOCC2)ccc1Cl)NCc1ccco1	18	1.7	-1	-4	-1	0	-18	-13	11	1
NS(=O)(=O)c1ccc(NC(=O)CSc2ccccn2)cc1	8	-0.4	nt	-2	-10	nt	-8	-6	4	-5
CCc1ccc(O)c(N=Cc2ccccc2O)c1	16	-2.1	nt	0	1	-12	-16	-18	-2	16
CCC(C)(C)n1nnnc1CN1CCC(NC(=O)c2ccccc2C)CC1	2	0.6	-14	4	-11	nt	-2	-8	3	0
CCN(CC)S(=O)(=O)c1ccc(N2CCCCC2)c(NC(=O)/C=C/c2cc(OC)c(OC)c(OC)c2)c1	9	-1.1	-1	-7	-2	-5	-9	-2	-3	11
CC(C)OCCCNC(=O)c1cc(S(=O)(=O)N2CCCCC2)c[nH]1	8	0.8	1	8	-10	2	-8	-7	4	-1
N#Cc1nc(COc2cccc(Cl)c2)oc1N1CCN(c2ccccc2)CC1	-18	1.1	-24	11	-4	-9	18	-16	0	-2
CCOC(=O)c1cc(-c2ccccc2)nn1Cc1cc(CC)no1	27	3.3	5	-5	0	73	-27	11	0	15
CN(C)S(=O)(=O)c1cc(NC(=O)CN2CCCc3ccccc32)ccc1Cl	60	0.1	-2	4	0	-10	-60	-16	6	4
CC(C)CN(C(=O)COC(=O)c1c2c(nc3ccccc13)CCC2)c1c(N)n(Cc2ccccc2)c(=O)[nH]c1=O	72*	-0.3	-1	4	-1	-11	-72	-8	3	-2
Cc1cc(/C=C2\C(=N)N3N=C(C(C)C)SC3=NC2=O)c(C)n1Cc1ccccc1	16	-5.5	2	0	2	nt	-16	-18	0	1
CCCn1nc(C(=O)Nc2cc(OCC)c(N3CCOCC3)cc2OCC)c2ccccc2c1=O	56	-0.8	-3	-6	-11	-10	-56	-4	-2	-4
Cc1ccc(NC(=O)COC(=O)c2ccc(CN3CCCC3=O)cc2)c(Cl)c1	-9	1.9	2	-2	-2	7	9	-15	2	1
O=C(NCc1ccco1)c1c[nH]c2ccc(S(=O)(=O)N3CCOCC3)cc2c1=O	-3	3.9	-3	3	-3	-6	3	7	3	nt
Cc1ccc(-c2nc3ccccc3s2)cc1NC(=S)NC(=O)c1ccccc1	4	-0.4	-4	-6	6	56	-4	-19	-3	0
O=C(NCCN1CCOCC1)c1ccc(CS(=O)(=O)c2ccc(Cl)cc2)o1	-12	-0.4	-6	5	8	-6	12	0	-9	nt
CCc1cccc(OCCCCNCCO)c1	-27	-2.0	-4	-4	-3	-3	27	-18	3	-16
Cc1ccc(C(=O)Oc2ccc(/C=N/NC(N)=O)cc2)cc1	-18	0.1	4	2	6	4	18	-6	4	-1
COc1ccc(C2=Nn3c(nnc3-c3ccncc3)SC2)cc1OC	20	1.6	-2	1	88*	66	-20	4	0	nt
CCOC(=O)C1CCN(C(=O)c2cc(S(=O)(=O)N3CCOCC3)c(Cl)cc2Cl)CC1	1	-1.4	-12	8	-2	-2	-1	-10	1	nt
Cc1cc(Cl)cc(Br)c1OCCCN1C(=O)NC(C)(C)C1=O	27	-0.9	-3	-3	3	-2	-27	-7	-2	nt

Reformatted field by field: part of the list above
structure: CCCn1nc(C(=O)Nc2cc(OCC)c(N3CCOCC3)cc2OCC)c2ccccc2c1=O
  SR-BI HDL uptake: 56 | CDK5 p35 inh: -0.8 | Rtt109 Vps75: -3 | cardiac RTF act: -6 | dFosB act: -11 | MITF act: -10 | SR-BI uptake up: -56 | PvdQ acylase: -4 | HTR5A ag: -2 | Wnt bcat act: -4

structure: Cc1ccc(NC(=O)COC(=O)c2ccc(CN3CCCC3=O)cc2)c(Cl)c1
  SR-BI HDL uptake: -9 | CDK5 p35 inh: 1.9 | Rtt109 Vps75: 2 | cardiac RTF act: -2 | dFosB act: -2 | MITF act: 7 | SR-BI uptake up: 9 | PvdQ acylase: -15 | HTR5A ag: 2 | Wnt bcat act: 1

Only Wnt bcat act, HTR5A ag and Rtt109 Vps75, for 5 of the compounds above:
SMILES | Wnt bcat act | HTR5A ag | Rtt109 Vps75
CC12CCC(C(=O)NCc3ccc(F)cc3)(OC1=O)C2(C)C (stereo not drawn) | -3 | 4 | 0
O=C1CC(/C=C/c2ccco2)=Nc2ccccc2N1 | nt | 1 | 15
CCNc1ncnc2c1cnn2C | -1 | -1 | 1
CCOc1cccc2sc(N(CCN(C)C)C(=O)c3ccc4ccccc4c3)nc12 | nt | 1 | ?
O=C(NCc1ccco1)c1cc(S(=O)(=O)N2CCCC2)ccc1Cl | -1 | 0 | 0
